BoNT A protease = BoNT A light chain protease inhibition. multiplex microsphere protease substrate cleavage, flow cytometry. inhibition, % at 10 µM. 360,000 tested, 0.17% active. AID 588499; also: plate controls were buffer without enzyme for full effect and enzyme alone for no effect
SSB-PriA inh = blocks PriA binding to SSB C-terminal tail. 430,000 tested, 0.6% active. AID 1272365. inhibition, % at 33 µM. AlphaScreen SSBct-PriA binding, biotinylated peptide; in the data active = inhibition mostly above about 37%, no sharp cut-off; inactive = mostly below about 20%;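 also: plate controls were negative control peptide for no effect and reference peptide for full effect; strong numbers were not always called active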
VHR inh abs = inhibitors of human VHR1 phosphatase (DUSP3); AID 1654; P51452; inhibition, % at 13.3 µM; recombinant VHR phosphatase, pNPP absorbance; 290,000 tested, 0.52% active; in the data active = inhibition above about 50%; also: some compounds called inactive have numbers as strong as hits
Target sequence (P51452 whole entry, looked up): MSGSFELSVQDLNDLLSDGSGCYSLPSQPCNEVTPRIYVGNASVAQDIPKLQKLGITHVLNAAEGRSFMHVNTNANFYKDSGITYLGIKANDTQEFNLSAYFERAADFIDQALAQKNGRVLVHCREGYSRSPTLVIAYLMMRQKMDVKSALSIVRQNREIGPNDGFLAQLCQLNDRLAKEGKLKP
3CLpro inhibitor = SARS-CoV 3CLpro protease inhibition; 290,000 tested, 0.14% active; inhibition, % at 6 µM; recombinant SARS-CoV 3CLpro, quenched FRET peptide cleavage; in the data active = inhibition above about 12%
MazF activator = increases E. coli MazEF RNase cleavage of RNA. activation, % at 20 µM. 350,000 tested, 0.32% active. P0AE70. FAM/BHQ RNA-DNA oligo cleavage fluorescence, 5 h; in the data active = activation above about 50%
Target sequence (P0AE70 whole entry, looked up): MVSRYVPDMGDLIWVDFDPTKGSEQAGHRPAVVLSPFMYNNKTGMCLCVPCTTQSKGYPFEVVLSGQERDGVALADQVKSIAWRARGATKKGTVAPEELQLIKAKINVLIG
Rv3671c protease = Rv3671c (M. tuberculosis) protease inhibition. P9WHR9. inhibition, % at 5.96 µM. 320,000 tested, 0.048% active. AID 2606; in the data active = inhibition above about 38%;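 also: extracellular domain of Rv3671c used as enzyme; 0% = enzyme with DMSO and 100% = no enzyme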
Target sequence (P9WHR9 whole entry, looked up, the tested form may be a part): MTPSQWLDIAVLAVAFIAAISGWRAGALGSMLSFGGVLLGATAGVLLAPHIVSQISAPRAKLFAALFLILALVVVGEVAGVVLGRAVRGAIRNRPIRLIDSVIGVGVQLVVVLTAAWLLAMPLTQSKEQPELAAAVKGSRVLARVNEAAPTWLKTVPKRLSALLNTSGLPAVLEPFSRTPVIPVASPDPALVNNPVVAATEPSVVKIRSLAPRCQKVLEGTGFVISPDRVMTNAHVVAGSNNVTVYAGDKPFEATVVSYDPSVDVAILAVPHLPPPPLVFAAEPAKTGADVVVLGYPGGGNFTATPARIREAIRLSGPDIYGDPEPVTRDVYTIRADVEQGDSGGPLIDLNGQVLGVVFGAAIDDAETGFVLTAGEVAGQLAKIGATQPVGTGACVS
CCHF vOTU inh = blocks the CCHF virus ovarian tumor domain protease; CCHFV vOTU protease, Pep-AMC fluorescence; inhibition, % at 11.5 µM; 370,000 tested, 0.55% active; AID 651958; in the data active = inhibition above about 30%; also: 0% = vehicle wells with enzyme and 100% = no enzyme wells
PrPC surface inh = reduces human prion protein on the cell surface; 370,000 tested, 0.43% active; cell surface PrPC, TR-FRET read-out; AID 720596; inhibition, % at 13.8 µM; in the data active = inhibition above about 24%; also: 0% = median of the test wells and 100% = reference compound wells
BoNT-F LC inh = BoNT F light chain protease inhibition. Multiplex microsphere protease cleavage assay, flow cytometry. inhibition, % at 10 µM. 360,000 tested, 0.22% active; in the data active = inhibition above about 35%, passing the limit was not always enough; also: plate controls were buffer without enzyme for full effect and enzyme alone for no effect
Anthrax LF prot = anthrax lethal factor protease inhibition; P15917; multiplex microsphere protease cleavage assay, LF; inhibition, % at 10 µM; 360,000 tested, 0.12% active; AID 588501; also: plate controls were buffer without enzyme for full effect and enzyme alone for no effect
Starred values were filed as active, the others as inactive; nt = no result given. Rule as the data show it, unless noted: active = inhibition above about 30%; inconclusive = no clear call, values can overlap the other calls; inactive = below that. This is a subset (hit frequency here may not be typical).

Every second line gives: BoNT A protease, SSB-PriA inh, VHR inh abs, 3CLpro inhibitor, MazF activator, Rv3671c protease, CCHF vOTU inh, PrPC surface inh, BoNT-F LC inh, Anthrax LF prot
> C/C(=C\c1ccccc1)CN1CCC(C(=O)N2CCCCC2)CC1
    -0.1, -7, -2, 0, 3, -7, 1, 2, -2, -2
> O=C(COc1ncnc2ccccc12)NC1CCCCC1
    nt, -28, nt, nt, -1, -2, 13, 3, nt, nt
> CC(=O)Nc1ncc(Cc2cccc(Cl)c2Cl)s1
    0.3, -4, 27, 2, 10, -3, 1, 14, 0, 0
> CCN(C[C@H]1N[C@@](C)(C(=O)OC)[C@H]2C(=O)N(Cc3ccccc3)C(=O)[C@@H]12)C(=O)c1ccc(C)cc1
    -0.2, -2, nt, nt, -3, 5, -5, -1, -2, -1
> Cc1nc(N)c(Cc2ccc(Cl)cc2Cl)c(N)n1
    -0.1, -7, 17, -1, 0, 0, -15, 6, 5, 2
> N#CC[C@H](Cc1ccccc1)N1CC[C@@H](O)CCC1=O
    0.1, -6, 5, -3, 0, 2, 4, 1, 2, -4
> Cc1cc(C)c2c(N)c(C(=O)c3ccc(Cl)c(Cl)c3)sc2n1
    1.1, -15, 12, -5, -18, -2, 12, -10, 8, -2
> O=C(Nc1ccc(S(=O)(=O)N2CCCCCC2)cc1)c1[nH]ncc1[N+](=O)[O-]
    1.0, nt, 6, 0, nt, 2, 19, 0, -7, -3
> O=C(CN(CC1CCCO1)C(=O)CNS(=O)(=O)c1ccc(F)cc1)NCc1ccc(F)cc1 (centres undefined)
    0.2, 2, 7, 3, 4, 1, 3, -2, -18, 18
> O=C(O)c1ccc(-c2nc(-c3ccc(Cl)cc3)cs2)cc1
    0.1, -10, 17, -2, -19, nt, 3, -3, 5, -1
> C=CCOn1c(=O)c(-c2cccs2)[n+]([O-])c2ccccc21
    4.0, 21, 2, 3, 0, 32, -2, -12, 2, 3
> C=CCN=C1SCC(=O)N1S(=O)(=O)c1ccc(C)cc1
    1.6, 0, -9, 4, -4, -8, -12, 2, 3, 4
> CCn1c(C2CCN(S(=O)(=O)c3ccc(OC)cc3)CC2)n[nH]c1=S
    -0.3, -20, 38, 0, 7, 0, 13, 5, 6, -6
> COCCCN1C(=O)C(=O)/C(=C(/O)c2ccc(S(=O)(=O)N3CCCCC3)cc2)C1c1cccc(OC)c1 (centres undefined)
    -0.9, nt, 30, -3, 8, 6, -8, 5, 3, 2
> NS(=O)(=O)c1ccc(NC(=O)COC(=O)c2c3c(nc4ccccc24)/C(=C\c2ccc4c(c2)OCO4)CCC3)cc1
    2.9, -23, -1, -48, -15, -120, -7, -47, -6, -2
> CC(=O)c1cc(F)ccc1OCC(=O)N1CCCc2ccccc21
    1.3, -16, 31, 3, 7, -4, 2, 3, 1, 6
> Cc1ccc(C(=O)COC(=O)CCN2C(=O)C3C4C=CC(C5CC45)C3C2=O)cc1 (centres undefined)
    0.5, -2, -14, 4, -2, 5, 13, 3, 0, 2
> Cc1cc(C(=O)Nc2ccc3c(c2)CCC3)c2ccccc2n1
    1.1, -9, -5, 4, 5, -4, nt, nt, -2, 0
> Cc1ccc(C(=O)NCCc2ccc(S(=O)(=O)N3CCCC3)cc2)cc1
    -0.4, 0, -19, -2, -8, 7, -2, 1, -2, -4
> N/C(=N\[N+](=O)[O-])NCCCC(NC(=O)CNC(=O)c1ccccc1)C(=O)O (centres undefined)
    -1.6, nt, 11, -5, 13, -4, 3, 14, -3, 5
> Cc1cc(C)cc(OCC(=O)OCC(=O)Nc2cc(S(=O)(=O)N3CCOCC3)ccc2Cl)c1
    1.2, -17, nt, nt, 2, 4, 18, 4, 4, 1
> C=C(C)CNC(=S)Nc1cccc2cnccc12
    0.8, 5, -4, 1, -2, -5, -10, 1, 4, -3
> Cc1cccc(C)c1OCCn1nnc2ccccc21
    0.3, -1, -16, 3, -4, 10, 0, 0, 14, 2
> CC(=O)NCCn1c(SCc2ccc(C)cc2)nc2ccccc2c1=O
    1.2, -7, 21, -3, -11, 2, -4, -3, 1, -5
> O=C(NNC(=O)c1cccs1)c1ccc(Br)cc1
    -2.1, 5, 34, 3, 10, -1, -2, 4, 12, 7
> O=C(c1ccncc1)N1CCc2ccccc2C1
    nt, -14, 6, 3, 2, -4, 7, 0, nt, nt
> COc1ccc(-c2ccnc(-c3ccc(OCCCF)cc3)n2)cc1
    -0.6, 6, -9, -6, -19, -7, 1, -7, -6, 4
> O=C(c1ccc(F)c(S(=O)(=O)N2CCOCC2)c1)N1CCc2ccccc21
    -0.7, 4, 31, 0, -3, 3, 0, -3, 5, 2
> CS(=O)(=O)c1ccc(Cl)c(NC(=O)CCCc2nc3ccccc3c(=O)[nH]2)c1
    2.5, 0, nt, nt, 0, -1, -7, -7, 0, 3
> CCCCNC(=O)Oc1cccc(N2CCCC2=O)c1
    -0.9, 1, 17, -1, -4, -2, 11, -1, -28, -2
> CCOc1ccccc1NC(=O)C1CCCN(S(=O)(=O)c2c(C)[nH]c(=O)[nH]c2=O)C1 (centres undefined)
    -0.4, -18, 11, -11, -2, 2, nt, nt, -10, -3
> C=CCNC(=O)COc1cc(C)ccc1C
    -0.5, -23, -3, 0, -3, 1, 18, -2, 0, -1
> COc1ccc(NC2CCCN(C(=O)CCn3cccn3)C2)cc1 (centres undefined)
    -1.9, -4, 2, -3, 2, 0, 4, 2, 7, 2
> Cc1cc(C)n(-c2ccc(C(=O)Nc3cccc([N+](=O)[O-])c3)cc2)n1
    -0.2, -7, 13, 5, -1, -29, 0, -7, -2, -3
> CC1(C(=O)Nc2ccc(Cl)c(Cl)c2)CCN1CCc1ccccc1 (centres undefined)
    -1.2, nt, nt, nt, nt, nt, -1, -2, -20, -2
> COc1cccc(C(=O)Nc2ccc(C3CC3(Cl)Cl)cc2)c1 (centres undefined)
    0.9, -12, 6, 0, 9, -17, 12, 22, -4, -2
> COc1ccc(-c2nc3ncccc3n2O)cc1
    2.9, 9, 6, 2, -8, 5, 16, -1, 18, 5
> O=C(CSc1nnc(Cc2cc(=O)[nH]c(=O)[nH]2)n1-c1ccc(Cl)cc1)NC1CCCC1
    -0.2, -13, 42, -2, -3, -5, 9, -11, -7, -5
> CCn1cc(C(=O)O)c(=O)c2cnc(N3CCN(C(=S)NC(=O)c4ccc(Cl)cc4Cl)CC3)nc21
    -0.3, 1, 6, -3, -1, -1, 21, -3, 0, -3
> CCCCSc1nc(C)cc(NC(=S)Nc2ccc(OC)cc2)n1
    -0.5, -9, 37, -3, 1, -1, -6, 1, -3, 2

Next section:
smiles | BoNT A protease | SSB-PriA inh | VHR inh abs | 3CLpro inhibitor | MazF activator | Rv3671c protease | CCHF vOTU inh | PrPC surface inh | BoNT-F LC inh | Anthrax LF prot
Cc1ccc(-c2nn(-c3ccccc3)cc2C(=O)N2CCOCC2)cc1 | -0.6 | 12 | 32 | 0 | 0 | -15 | -3 | 6 | 2 | 0
Nn1c(Cc2ccccc2F)n[nH]c1=S | -0.8 | -4 | 16 | -4 | 2 | 5 | 6 | 6 | -4 | -3
CCCCN1C2CCCC1CC(NC(=O)C1CCCCC1)C2 (centres undefined) | 0.2 | -14 | 12 | 3 | 6 | -7 | -5 | -2 | 16 | -9
COc1ccc(CN(Cc2cc3cc(C)ccc3[nH]c2=O)C(=O)N(C)C)cc1 | 0.3 | -11 | 13 | -2 | -2 | -20 | -14 | -4 | 12 | 2
COc1ccc(C2C(C(=O)c3ccc(C)o3)=C(O)C(=O)N2c2cc(C)on2)cc1OC (centres undefined) | -0.7 | -8 | 18 | 1 | 11 | 2 | 1 | -6 | -5 | -1
COc1cccc(-c2noc(C3CCCN(C(=O)c4ccc(F)cc4)C3)n2)c1 (centres undefined) | 2.0 | -7 | 2 | 3 | 3 | -3 | -8 | -2 | -3 | 9
Cc1ccc2c(c1)cc(CN(Cc1ccc3c(c1)OCO3)S(=O)(=O)c1ccccc1)c1nnnn12 | 0.4 | -15 | 14 | 5 | -6 | -3 | 12 | 0 | -3 | -1
COc1ccc(Cc2nnc(-c3cccc(C)c3)o2)cc1OC | -0.4 | -17 | -12 | 0 | 3 | -2 | nt | nt | -2 | -9
Oc1ccc(-c2csc(Nc3ncccn3)n2)c(O)c1 | -0.5 | -9 | 15 | 2 | 2 | 6 | -4 | 9 | 0 | 1
Cc1ccc(CN2CCCN(Cc3c(F)cccc3Cl)S2(=O)=O)cc1 | 1.2 | -10 | 10 | -2 | -7 | -5 | -7 | 6 | 15 | 5
Cc1oc(-c2cc(F)ccc2F)nc1CN1CCN(C)C(=O)[C@@H]1C | -0.2 | -15 | 16 | -3 | -2 | 2 | 3 | 1 | -1 | -1

9 compounds from above, arranged by count of non-hydrogen atoms, lowest first.
smiles | BoNT A protease | SSB-PriA inh | VHR inh abs | 3CLpro inhibitor | MazF activator | Rv3671c protease | CCHF vOTU inh | PrPC surface inh | BoNT-F LC inh | Anthrax LF prot
O=C(NNC(=O)c1cccs1)c1ccc(Br)cc1 | -2.1 | 5 | 34 | 3 | 10 | -1 | -2 | 4 | 12 | 7
Cc1cccc(C)c1OCCn1nnc2ccccc21 | 0.3 | -1 | -16 | 3 | -4 | 10 | 0 | 0 | 14 | 2
O=C(COc1ncnc2ccccc12)NC1CCCCC1 | nt | -28 | nt | nt | -1 | -2 | 13 | 3 | nt | nt
CC(=O)c1cc(F)ccc1OCC(=O)N1CCCc2ccccc21 | 1.3 | -16 | 31 | 3 | 7 | -4 | 2 | 3 | 1 | 6
COc1ccc(-c2ccnc(-c3ccc(OCCCF)cc3)n2)cc1 | -0.6 | 6 | -9 | -6 | -19 | -7 | 1 | -7 | -6 | 4
O=C(c1ccc(F)c(S(=O)(=O)N2CCOCC2)c1)N1CCc2ccccc21 | -0.7 | 4 | 31 | 0 | -3 | 3 | 0 | -3 | 5 | 2
CCOc1ccccc1NC(=O)C1CCCN(S(=O)(=O)c2c(C)[nH]c(=O)[nH]c2=O)C1 (centres undefined) | -0.4 | -18 | 11 | -11 | -2 | 2 | nt | nt | -10 | -3
COc1ccc(C2C(C(=O)c3ccc(C)o3)=C(O)C(=O)N2c2cc(C)on2)cc1OC (centres undefined) | -0.7 | -8 | 18 | 1 | 11 | 2 | 1 | -6 | -5 | -1
CCN(C[C@H]1N[C@@](C)(C(=O)OC)[C@H]2C(=O)N(Cc3ccccc3)C(=O)[C@@H]12)C(=O)c1ccc(C)cc1 | -0.2 | -2 | nt | nt | -3 | 5 | -5 | -1 | -2 | -1

Screening data (PubChem BioAssay)
